Tn6 DDE FP: DD(E)-Tn6 binding inhibition, primary FP screen | 0.21% of 370,000 active | Fibrin DD(E) TRITC-Tn6 fluorescence polarization displacement | AID 720509 | P02675 | inhibition, % at 8.3 µM;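 active = inhibition above a per-campaign cutoff: mean of compounds within control limits plus 3 SD, cut at about 15% in these data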;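 note: 0% = median of all compound wells on the plate and 100% = blocking peptide control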
ARFGAP1 inhibitor: rat ARFGAP1 inhibition. Q62848. Arfgap1-stimulated ARF1 GTP hydrolysis, GDP FP detection. inhibition, % at 16.5 µM. 0.26% of 360,000 active;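 active = inhibition above a per-plate limit, mean inhibition of low control wells plus 3 SD, cut at about 25% in these data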;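 note: 0% = DMSO wells with enzyme and 100% = wells lacking Arfgap1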
Target sequence (Q62848 1-136 limits assumed): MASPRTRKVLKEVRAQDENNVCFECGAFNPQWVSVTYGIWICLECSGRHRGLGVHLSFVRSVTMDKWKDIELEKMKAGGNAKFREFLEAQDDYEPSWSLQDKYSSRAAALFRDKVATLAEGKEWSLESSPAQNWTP
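Assay system: Rat Arfgap1 GAP domain (His6, aa 1-136), purified enzyme | Buffer or medium: HEPES 25 mM pH 7.5, NaCl 150 mM, MgCl2, DTT | Schedule: GTP hydrolysis reaction 2 h at 25 °C | Signal: FP of antibody-bound GDP Alexa 633 tracer, ex 620/em 688 nm | Measure: Percent inhibition of Arfgap1-stimulated GTP hydrolysis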
Tn7 DDE FP: disrupts Tn7 cyclic peptide binding to fibrin D-Dimer-E complex | P02675 | FP displacement of FITC-Tn7 peptide from fibrin DD(E); 0% = median of compound wells per plate | inhibition, % at 8.3 µM | 0.13% of 370,000 active | AID 720508;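 active = inhibition above the mean of compounds falling within the control limits plus 3 SD of them, cut at about 14% in these data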;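 note: 0% = plate median of compound wells and 100% = 10 µM Aha-Tn7 peptide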
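Test system – human fibrin DD(E) · Times – 10 min preincubation, 3 h with tracer, room temperature · Detection – fluorescence polarization of the labelled Tn7 tracer · Measure – percent inhibition normalized to high-control wells · Benchmarks – high control wells with 10 µM unlabelled Aha-Tn7 peptide (full inhibition) · Repeats – singlicate testing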
MBD2 DNA inh: blocks human MBD2 binding to methylated DNA. Q9UBB5. TR-FRET, MBD2 binding to methylated oligonucleotide. inhibition, % at 4.4 µM. 0.31% of 370,000 active. AID 686964; in the data active = inhibition above about 13%
ADAM17 inh: inhibitors of human ADAM17. P78536. recombinant ADAM17, EDANS/DABCYL FRET peptide cleavage. inhibition, % at 6.95 µM. 0.83% of 370,000 active. AID 720648;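 active = inhibition above the mean of compounds lying between control limits plus 3 SD, set per campaign, cut at about 8.5% in these data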;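 note: 0% = DMSO-only wells as the low control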
PLC-gamma1 inh: inhibitors of human phospholipase C gamma1; purified PLC-gamma1, fluorogenic substrate, fluorescence; inhibition, % at 12.2 µM; 0.84% of 370,000 active; AID 720700; in the data active = inhibition above about 9.5%
ASAP1 inh: inhibitors of human ASAP1 ArfGAP activity; Q9ULH1; ASAP1-stimulated ARF1 GTP hydrolysis, GDP FP detection; inhibition, % at 16.5 µM; 0.19% of 360,000 active; AID 624377; in the data active = inhibition above about 25%;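 note: 0% = vehicle with enzyme and substrate and 100% = no enzyme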
Target sequence (Q9ULH1 325-724 limits assumed): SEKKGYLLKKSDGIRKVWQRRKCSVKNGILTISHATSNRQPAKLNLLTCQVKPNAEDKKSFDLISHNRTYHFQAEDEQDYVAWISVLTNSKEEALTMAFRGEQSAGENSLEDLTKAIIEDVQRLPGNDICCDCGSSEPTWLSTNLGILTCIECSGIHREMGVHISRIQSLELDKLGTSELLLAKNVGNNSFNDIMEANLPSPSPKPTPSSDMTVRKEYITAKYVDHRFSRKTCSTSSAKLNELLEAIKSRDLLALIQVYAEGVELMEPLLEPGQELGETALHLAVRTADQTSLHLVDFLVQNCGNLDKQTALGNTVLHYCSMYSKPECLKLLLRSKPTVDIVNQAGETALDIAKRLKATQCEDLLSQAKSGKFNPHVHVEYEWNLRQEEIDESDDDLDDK
UHRF1 MBD2 ctr: human UHRF1 methylated DNA binding inhibitors; UHRF1 binding to methylated oligo, TR-FRET; AID 687016; 0.75% of 370,000 active; inhibition, % at 4.4 µM; in the data active = inhibition above about 21%;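 note: UHRF1 SRA domain binding a hemimethylated CpG hairpin DNA probe; 0% = median of test compound wells and 100% = reference inhibitor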
KLK7 zymogen act: activators of human kallikrein-7 zymogen; P49862; purified proKLK7, EDANS-DABCYL substrate fluorescence; 100% is mature enzyme control, 0% vehicle; activation, % at 7 µM; 0.9% of 370,000 active;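 active = activation above the mean of all tested compounds plus 3 SD, computed per campaign excluding outliers beyond control limits, cut at about 13% in these data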
Target sequence (P49862 whole entry, looked up): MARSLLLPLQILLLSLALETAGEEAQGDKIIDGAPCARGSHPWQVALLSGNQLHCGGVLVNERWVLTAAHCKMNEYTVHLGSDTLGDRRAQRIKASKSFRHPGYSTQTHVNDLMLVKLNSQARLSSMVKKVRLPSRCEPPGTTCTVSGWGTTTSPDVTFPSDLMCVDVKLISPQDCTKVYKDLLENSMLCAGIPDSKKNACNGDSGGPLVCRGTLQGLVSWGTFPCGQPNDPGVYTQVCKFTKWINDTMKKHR
PLC-beta3 inh: PLC-beta3 (human) inhibition, primary screen; Q01970; Purified PLC-beta3, fluorogenic substrate, fluorescence; 0.18% of 370,000 active; inhibition, % at 12.2 µM; AID 720704; in the data active = inhibition above about 11%;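 note: 0% = median of compound wells on plate and 100% = full blocker control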
* hit, by the source's call; i = inactive.

entry	SMILES	Tn6 DDE FP	ARFGAP1 inhibitor	Tn7 DDE FP	MBD2 DNA inh	ADAM17 inh
1	Fc1ccc(/C=N/Nc2nc3ccccc3[nH]2)cc1F	-4	11	0	-7	1
2	Cc1ccc(-n2nc3c(=O)n(CCCC(=O)N4CCC(C(N)=O)CC4)nc(C)c3c2C)cc1	-3	3	-6	-1	-4
3	CSc1ccc(C(=O)C2CCCN(C(=O)CCc3cnn(C)c3)C2)cc1 (stereo not given)	2	-8	2	-6	4
4	CC(C)(C)C(=O)Nc1nnc(SCC(=O)Nc2ccc3c(c2)OCO3)s1	-9	6	-1	-2	1
5	CSc1ccc(CCNS(=O)(=O)c2csc(C(N)=O)c2)cc1	-4	-14	-4	2	3
6	COc1ccc(-c2c(C)nn3c(N4CCCCCC4)cc(C)nc23)cc1OC	-3	0	-1	1	3
7	O=C(NCC1CCCCC1)c1ccco1	-3	19	0	1	-4
8	O=C(c1ccccc1)N(Cc1cccc(Br)c1)C1CCS(=O)(=O)C1 (stereo not given)	2	-8	-7	-5	-4
9	CCCNC(=O)c1cccc(COCC(F)(F)C(F)F)c1	-2	11	5	2	-6
10	CC(C)NC(=O)N(C)C[C@H]1Oc2ccc(NC(=O)Cn3cnnn3)cc2C(=O)N([C@H](C)CO)C[C@@H]1C	6	10	-10	-9	0
11	Cc1cc2c(cc1C)-n1nnnc1C(N(Cc1ccccc1)Cc1ccccc1)C(=O)N2 (stereo not given)	3	3	-2	-5	-4
12	O=C(Nc1ccc(Cl)c(C(F)(F)F)c1)[C@@H]1CC=C[C@@H]2CCN(C3CC3)C(=O)[C@@H]21	-3	2	1	1	-2

entry	PLC-gamma1 inh	ASAP1 inh	UHRF1 MBD2 ctr	KLK7 zymogen act	PLC-beta3 inh
1	-19	-2	-3	-0.7	-23
2	1	-6	-1	0.4	1
3	2	-5	1	-0.1	-9
4	1	8	1	-0.1	4
5	-3	-4	2	0.8	-9
6	-50	2	3	-5.5	-86
7	-2	4	-1	-0.8	5
8	-2	-5	-1	-0.6	-6
9	-1	-1	2	0.3	1
10	2	6	-2	-0.4	-3
11	-2	-8	3	0.6	1
12	-2	11	-1	0.1	0

Rewritten with tabs: part of the list above.
No.	SMILES	Tn6 DDE FP	ARFGAP1 inhibitor	Tn7 DDE FP	MBD2 DNA inh	ADAM17 inh	PLC-gamma1 inh	ASAP1 inh	UHRF1 MBD2 ctr	KLK7 zymogen act	PLC-beta3 inh
4	CC(C)(C)C(=O)Nc1nnc(SCC(=O)Nc2ccc3c(c2)OCO3)s1	-9	6	-1	-2	1	1	8	1	-0.1	4
5	CSc1ccc(CCNS(=O)(=O)c2csc(C(N)=O)c2)cc1	-4	-14	-4	2	3	-3	-4	2	0.8	-9

Next part
entry	SMILES	Tn6 DDE FP	ARFGAP1 inhibitor	Tn7 DDE FP	MBD2 DNA inh	ADAM17 inh
13	COc1cccc(CN2CC(C(=O)N3CCN(C(C)C)CC3)CCC2=O)c1 (stereo not given)	9	1	2	1	-2
14	COc1ccc(N2C(=O)CC(N(CCc3ccccc3)C(=O)/C=C/C(=O)O)C2=O)cc1 (stereo not given)	7	3	0	-1	1
15	O=C(CN1CCN(CC(=O)Nc2ccccc2F)CC1)Nc1ccc2c(c1)OCCO2	2	1	-1	-2	0
16	Cc1cc(N/N=C/c2ccccc2F)c2ccccc2n1	-5	-3	7	0	-74
17	CC(C)C(=O)NNc1ccccc1	-3	0	4	-8	-1
18	COC(=O)c1cc(OC)c(OC)cc1NC(=O)CN1C(=O)c2ccccc2C1=O	7	-5	1	-2	-1
19	C/C(CC(=O)Nc1cccc2c1CCCC2)=N\NC(=O)c1ccccc1N	-3	-10	-2	-1	-56
20	Cc1ccc(Cn2nc3c(cc2=O)CCc2ccccc2-3)cc1	-1	-9	4	-1	-2
21	Cc1cc(C)c(C)c(S(=O)(=O)N2CCC(C(=O)NCC(c3ccccc3)N(C)C)CC2)c1C (stereo not given)	2	1	-7	-3	0
22	COc1cc(OC)cc(C(=O)N[C@H](C(=O)OCC(=O)Nc2ccc(OC)c(OC)c2)C(C)C)c1	1	7	0	-4	1
23	O=C(COc1ccc2c(c1)CCC2)N1CCN(c2cccc(C(F)(F)F)c2)CC1	-11	4	-9	-4	1
24	COc1ccc(/C=N/Nc2cc(C)nc3ccccc23)cc1	-13	19	-2	8	-14

entry	PLC-gamma1 inh	ASAP1 inh	UHRF1 MBD2 ctr	KLK7 zymogen act	PLC-beta3 inh
13	0	-11	-1	0.3	-8
14	-1	6	-1	0.4	-1
15	5	12	-1	-1.5	0
16	-39	4	0	0.5	-35
17	-2	0	-5	0.4	5
18	2	13	-1	0.2	3
19	-89	-3	-3	6.5	-119
20	0	14	2	0.5	-13
21	2	5	1	0.4	-5
22	3	8	0	-0.2	2
23	0	-3	1	-1.0	0
24	-206	11	-17	1.8	-198

Other entries follow.
entry	SMILES	Tn6 DDE FP	ARFGAP1 inhibitor	Tn7 DDE FP	MBD2 DNA inh	ADAM17 inh
25	O=[N+]([O-])c1ccc(CNc2ccc(F)cc2)s1	-2	-8	-8	4	-3
26	O=C(Nc1nc(-c2ccccn2)cs1)c1ncc(Cl)c(Cl)c1Cl	-2	0	2	0	-2
27	CC[C@@H](C)[C@H](N)C(=O)NC[C@H]1O[C@@H](n2cnc3c(N)ncnc32)[C@H](O)[C@@H]1O	1	2	-6	-1	-4
28	C[C@]12CC[C@@H]3c4ccc(O)cc4CC[C@H]3[C@@H]1CC[C@@H]2OC(=O)CCC(=O)O	-4	8	-3	-1	7
29	Cc1ccc(NC(=O)[C@H](CC(C)C)NC(=O)[C@@H]2Cc3ccccc3CN2)cc1	-4	-1	0	-1	-3
30	COc1cc(C(=O)N/N=C/c2sc(=O)n(-c3ccccc3)c2Cl)cc(OC)c1OC	-2	14	2	-5	-2
31	CCN(CC)c1ccc(N2C(=O)CSC2=S)cc1	3	-1	1	-2	-4
32	O=C(Nc1ccc2c(c1)C(=O)OC2)c1ccc(C(F)(F)F)cc1	-2	-3	3	-8	-5
33	O=S(=O)(c1ccc(F)cc1)N1CCN=C1SCc1cccc(F)c1	0	-6	3	6	0
34	COc1ccc(CCNC(=O)Nc2ccc3c(c2)c(=O)n(C)n3CC=C(C)C)cc1OC	3	5	3	-5	i
35	COc1ccc(CC(=O)OC(C)C(=O)Nc2ccc(S(N)(=O)=O)cc2)cc1 (stereo not given)	-1	3	-4	-3	-4
36	COc1ccc(F)cc1CSc1nnnn1-c1ccc(O)cc1	3	15	-6	-4	0

entry	PLC-gamma1 inh	ASAP1 inh	UHRF1 MBD2 ctr	KLK7 zymogen act	PLC-beta3 inh
25	1	7	-2	0.2	-3
26	-17	-12	-8	-0.3	-20
27	2	-11	-5	-0.3	1
28	5	-4	4	0.2	-1
29	-4	1	0	-0.1	-6
30	-7	9	-6	0.6	-5
31	-7	-8	-4	-0.5	-18
32	1	-7	-1	-0.4	2
33	1	7	0	-0.4	-8
34	-443	-2	-4	26*	i
35	3	-13	8	0.7	0
36	-2	-1	-1	0.3	-15

Next part
entry	SMILES	Tn6 DDE FP	ARFGAP1 inhibitor	Tn7 DDE FP	MBD2 DNA inh	ADAM17 inh
37	NS(=O)(=O)c1ccc(CCNC(=O)CSc2nc3ccccc3c(=O)n2CCN2CCOCC2)cc1	6	-4	-1	9	2
38	O=C(CCc1ccccc1)Nc1nc2c(F)cc(F)cc2s1	-7	7	-1	3	1
39	CN(C)c1ccc(-c2ccc3c(=O)c4ccccc4n(C)c3c2)cn1	-1	7	1	-11	-118
40	CCC(C)(C)n1nnnc1C(c1ccccc1OC)N1CCN(C(=O)c2ccco2)CC1 (stereo not given)	-2	4	-4	0	-3
41	CCCN(CC(=O)Nc1ccccc1C)C(=O)c1ccc(-c2ccccc2)cc1	-1	15	4	2	1
42	Nc1cccc(C#Cc2ccc3c(c2)C(=O)/C(=C/c2ccsc2)O3)c1	0	18	6	3	-4
43	O=C(O)c1cc(-c2ccc(Cl)c(Cl)c2)n(-c2ccccc2)n1	0	-5	-1	-3	1
44	CCCn1c(SCC(=O)NCCc2ccccc2)nnc1-c1ccco1	-10	-2	8	-6	7
45	COc1ccc(NC(=O)c2cc(-c3ccco3)nc3ccccc23)cc1S(=O)(=O)N1CCOCC1	-8	15	-5	9	-16
46	O=C(Cn1nnc(-c2ccccc2-n2cnnn2)n1)c1ccccc1	7	-3	-6	3	1
47	CC(=O)Nc1nonc1NC(C)=O	-2	4	2	2	0
48	CN/N=C/c1ccc(C#N)cc1	4	-3	2	-7	-1

entry	PLC-gamma1 inh	ASAP1 inh	UHRF1 MBD2 ctr	KLK7 zymogen act	PLC-beta3 inh
37	3	2	10	-0.1	1
38	-1	1	-3	0.9	-14
39	i	18	-16	-1.9	i
40	1	-5	2	-0.2	-6
41	-3	3	3	0.2	-5
42	-32	9	-1	-0.2	-43
43	0	-6	0	0.3	-1
44	8	-14	4	0.4	5
45	-40	-10	15	0.3	-62
46	4	6	0	0.2	3
47	2	-5	-1	0.4	2
48	0	-1	1	-0.5	-4

More entries follow.
entry	SMILES	Tn6 DDE FP	ARFGAP1 inhibitor	Tn7 DDE FP	MBD2 DNA inh	ADAM17 inh
49	COc1cc(OC)c2c(c1)C(=O)OC2OC (stereo not given)	1	10	-6	2	-1
50	CNC(=O)c1sc(-c2cccnc2)nc1C	-1	-1	2	-1	-3
51	Cc1cc(C)c(S(=O)(=O)N2CCC3(CC2)OCCN3S(=O)(=O)c2cccs2)c(C)c1	-4	3	4	2	4
52	O=C(Nc1ccccc1)C1=C[C@H](c2ccc3c(c2)OCO3)C[C@H](OCc2ccc(CO)cc2)O1	-2	14	-1	0	2

entry	PLC-gamma1 inh	ASAP1 inh	UHRF1 MBD2 ctr	KLK7 zymogen act	PLC-beta3 inh
49	6	-1	-1	-0.1	-3
50	0	-8	-2	0.1	0
51	1	-7	2	0.4	-12
52	-3	4	3	0.0	-10

Grouped by structure, those above with an aryl thioether with sulfur outside any ring
entry	SMILES	Tn6 DDE FP	ARFGAP1 inhibitor	Tn7 DDE FP	MBD2 DNA inh	ADAM17 inh
3	CSc1ccc(C(=O)C2CCCN(C(=O)CCc3cnn(C)c3)C2)cc1 (stereo not given)	2	-8	2	-6	4
4	CC(C)(C)C(=O)Nc1nnc(SCC(=O)Nc2ccc3c(c2)OCO3)s1	-9	6	-1	-2	1
5	CSc1ccc(CCNS(=O)(=O)c2csc(C(N)=O)c2)cc1	-4	-14	-4	2	3
36	COc1ccc(F)cc1CSc1nnnn1-c1ccc(O)cc1	3	15	-6	-4	0
37	NS(=O)(=O)c1ccc(CCNC(=O)CSc2nc3ccccc3c(=O)n2CCN2CCOCC2)cc1	6	-4	-1	9	2
44	CCCn1c(SCC(=O)NCCc2ccccc2)nnc1-c1ccco1	-10	-2	8	-6	7

entry	PLC-gamma1 inh	ASAP1 inh	UHRF1 MBD2 ctr	KLK7 zymogen act	PLC-beta3 inh
3	2	-5	1	-0.1	-9
4	1	8	1	-0.1	4
5	-3	-4	2	0.8	-9
36	-2	-1	-1	0.3	-15
37	3	2	10	-0.1	1
44	8	-14	4	0.4	5
